Compound activity: PubChem BioAssay, National Center for Advancing Translational Sciences (NCATS)
12-LOX inh = blocks human arachidonate 12S-lipoxygenase | P18054 | purified 12hLO, xylenol orange hydroperoxide absorbance | Potency, µM (series often up to 108 µM), without a hit: at the top dose activity change, negative = inhibition, actives largely listed as inhibitors | actives 1.1% (n = 580,000); also: % is scaled to controls: 0 for no effect and ±100 for the full control effect
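Purified human 12hLO at 150 nM in 25 mM Hepes, 0.01% Triton X-100, pH 7.0, preincubated 15 min at room temperature with compound. Reaction started with 40 uM arachidonic acid, 30 min at room temperature. Hydroperoxide measured by Fe-xylenol orange, 573/405 nm absorbance ratio.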
Vif-A3F inh = Vif-A3F binding inhibition; HeLa A3F-eYFP + Vif (tagged APOBEC3F with the HIV-1 protein that degrades it), YFP fluorescence increase; Potency, µM (series often up to 46.1 µM), inactives show at the top dose activity, negative = active; actives 0.2% (n = 390,000); also: % of control where 0% means no effect; nearly all actives have a fitted effect of over 65% in size
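Fluorescence increase (Ex 488/Em 500-530) after overnight compound treatment at 37 deg C flags inhibition of Vif-driven A3F-eYFP loss in stable HeLa A3F-eYFP/Vif cells seeded overnight beforehand.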
mIDH1 inhibitor = inhibitors of human mutant IDH1 R132H; AID 602179; actives 0.093% (n = 390,000); Potency, µM (titrated, usually from 76.6 µM), for inactives: at the highest dose activity change, negative = inhibition, usual class: inhibitors; IDH1-R132H enzyme, NADPH consumption, diaphorase/resazurin fluorescence; also: % is scaled to controls: 0 for no effect and ±100 for the full control effect; nearly all actives have a fitted effect of over 65% in size
Target sequence (O75874 whole entry R132H, stated change not applied): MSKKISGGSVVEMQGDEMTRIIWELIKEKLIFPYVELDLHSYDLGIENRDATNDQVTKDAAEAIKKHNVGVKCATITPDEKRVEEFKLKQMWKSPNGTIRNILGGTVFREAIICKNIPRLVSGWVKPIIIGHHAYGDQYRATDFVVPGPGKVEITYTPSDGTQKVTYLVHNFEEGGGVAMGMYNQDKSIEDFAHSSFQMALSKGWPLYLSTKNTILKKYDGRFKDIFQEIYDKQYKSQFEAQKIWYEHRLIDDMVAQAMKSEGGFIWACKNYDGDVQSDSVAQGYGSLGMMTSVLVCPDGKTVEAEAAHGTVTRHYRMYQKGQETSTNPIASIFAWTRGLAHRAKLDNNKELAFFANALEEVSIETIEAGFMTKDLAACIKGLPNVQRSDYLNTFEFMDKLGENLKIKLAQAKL
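IDH1-R132H (0.5 ug/mL dispensed) in pH 7.5 Tris buffer was preincubated 30 min with compound, then given a substrate mix of 0.016 mM NADPH and 2 mM alpha-KG for 80 min at room temperature; remaining NADPH was read by diaphorase/resazurin fluorescence.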
Vif-A3G inh = Vif-A3G binding inhibition | Q9HC16 | HeLa A3G-eYFP + Vif (tagged APOBEC3G with the HIV-1 protein that degrades it), YFP fluorescence, overnight | Potency, µM (series often up to 46.1 µM), without a hit: at the top dose activity, negative = active, most hits filed as inhibitors | actives 0.076% (n = 410,000) | AID 602310;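 also: % is scaled to controls: 0 for no effect and ±100 for the full control effect; nearly all actives have a fitted effect of over 60% in size; hits raise eYFP signal because A3G escapes Vif-driven loss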
Target sequence (Q9HC16 whole entry, looked up): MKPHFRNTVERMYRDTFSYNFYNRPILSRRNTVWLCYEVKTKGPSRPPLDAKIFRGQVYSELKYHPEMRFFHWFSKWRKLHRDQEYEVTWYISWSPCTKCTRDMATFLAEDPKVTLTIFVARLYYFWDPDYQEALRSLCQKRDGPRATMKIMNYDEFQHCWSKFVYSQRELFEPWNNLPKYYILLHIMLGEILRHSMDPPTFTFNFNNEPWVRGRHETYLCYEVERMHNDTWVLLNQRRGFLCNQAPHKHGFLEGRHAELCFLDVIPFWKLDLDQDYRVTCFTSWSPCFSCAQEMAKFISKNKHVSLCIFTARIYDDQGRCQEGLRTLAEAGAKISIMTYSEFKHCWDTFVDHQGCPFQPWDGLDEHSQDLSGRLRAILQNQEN
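HeLa cells stably expressing Vif and C-terminally eYFP-tagged A3G, seeded overnight at 37 deg C, then exposed to compound by pintool overnight at 37 deg C. Rise in yellow fluorescence (Ex 488/Em 500-530, Acumen) marks blocked Vif-driven A3G degradation.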
TrxR1 inh = inhibitors of rat thioredoxin reductase 1; actives 1% (n = 390,000); Potency, µM (highest dose often 114 µM), for the others: at the highest dose activity change, negative = inhibition, hits mostly inhibitors; O89049; recombinant rTrxR1, NADPH fluorescence consumption, selenite substrate; AID 588453; also: % is scaled to controls: 0 for no effect and ±100 for the full control effect; nearly all actives have a fitted effect of over 65% in size
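Rat TrxR1 (90 nM in the dispensed reagent) was pre-reduced with 400 uM NADPH for 5 min at room temperature, then incubated with compound for 15 min. After 400 uM selenite was added, NADPH fluorescence (Ex 340/Em 450 nm) was followed for 8 min.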
RXFP1 ag = RXFP1 (human) receptor agonism. Q9HBX9. HEK293T-RXFP1 cAMP TR-FRET, 30 min; response scale: percent of porcine relaxin response, buffer zero. Potency, µM (top dose mostly 57.5 µM), without a hit: top-dose activation, actives largely listed as activators. actives 0.3% (n = 370,000). AID 2676; also: % is scaled to controls: 0 for no effect and ±100 for the full control effect; nearly all actives have a fitted effect of over 60% in size; many of its hits are not listed in these tables
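HEK293 cells stably expressing RXFP1, treated 30 min at 37C with compounds plus PDE4 inhibitor Ro 20174; cAMP measured by HTRF TR-FRET. Normalized to buffer and 29 nM porcine relaxin; EC50 by Hill fit.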
USP1-UAF1 inh = inhibitors of human USP1/UAF1 deubiquitinase; recombinant USP1/UAF1, Ub-Rhodamine cleavage fluorescence; actives 0.23% (n = 390,000); Potency, µM (titrated, usually from 57.1 µM), for the others: at the top dose activity change, negative = inhibition, usual class: inhibitors; O94782; also: % is scaled to controls: 0 for no effect and ±100 for the full control effect; nearly all actives have a fitted effect of over 60% in size; inactives centre near -12
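High-throughput fluorogenic screen: 1nM USP1/UAF1 complex, Ub-Rho substrate 150nM final, 50mM HEPES pH 7.8 with 0.5mM EDTA, 0.1 mg/ml BSA, 1mM TCEP and 0.01% Tween-20.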
RGS4 inhibitor = blocks human RGS4-accelerated GTP hydrolysis; Transcreener GDP fluorescence polarization, RGS4-accelerated GTP hydrolysis; Potency, µM (doses to about 114 µM), for the others: top-dose activity change, negative = inhibition, actives largely listed as inhibitors; AID 504845; actives 0.039% (n = 390,000); P49798; also: % is scaled to controls: 0 for no effect and ±100 for the full control effect; nearly all actives have a fitted effect of over 75% in size; some results filed as inactive show a strong effect at the top dose
Target sequence (P49798 whole entry, looked up): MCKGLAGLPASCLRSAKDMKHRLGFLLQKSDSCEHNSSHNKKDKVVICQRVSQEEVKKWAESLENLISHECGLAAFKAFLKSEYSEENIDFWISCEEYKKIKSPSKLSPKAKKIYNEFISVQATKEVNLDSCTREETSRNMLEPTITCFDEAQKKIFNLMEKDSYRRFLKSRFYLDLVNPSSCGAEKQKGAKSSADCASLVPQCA
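MLSMR compounds (23 nl, pin-transferred) preincubated 10 min at room temperature with a 500nM (2x) first reagent, then RGS4 at 900nM (2x) plus Transcreener GDP mix added; fluorescence polarization (620/688 nm) read before and after 90 min at 30 °C.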
TrxR1 substrate = substrates of rat thioredoxin reductase 1; actives 0.01% (n = 390,000); O89049; purified TrxR1 substrate turnover, NADPH consumption readout; Potency, µM (titrated, usually from 114 µM), for inactives: at the highest dose activity change, negative = substrate turnover; AID 588456; also: % is scaled to controls: 0 for no effect and ±100 for the full control effect; nearly all actives have a fitted effect of over 50% in size
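Rat TrxR1, dispensed at 90 nM, was prereduced with 400 uM NADPH (final) for 5 min at ~22 deg C, then incubated with compound 15 min before 400 uM selenite. A first-read NADPH fluorescence drop versus no-compound background flagged substrates.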
* = called active by the depositor; ? = inconclusive; . = not tested or not shown; [ ] = another dose, or the depositor's remark. Calls follow the shape of the dose curve; as a rule, active = well fitted curve in the direction sought with a large enough effect; inconclusive = small, poorly fitted or top-dose-only effect, or another doubt; inactive = no such curve, though single readings can be large; an effect the other way counts as inactive or inconclusive. Potency is read from the fitted curve at half-maximal effect. These rows are one share of the data. The share of hits here may be higher or lower than overall.

SMILES	12-LOX inh	Vif-A3F inh	mIDH1 inhibitor	Vif-A3G inh	TrxR1 inh	RXFP1 ag	USP1-UAF1 inh	RGS4 inhibitor	TrxR1 substrate
CCC1CCCCN1C(=O)c1ccccc1OC1CCN(S(C)(=O)=O)CC1 (configuration not stated)	-34%	-11%	7%	1%	20%	4.6%	-29%	-7%	4%
Cc1cc(C)n(S(=O)(=O)Cc2ccccc2)n1	-14%	0%	7%	2%	-16%	2.4%	3%	-9%	-3%
Cc1ccc(CSc2nnc(-c3cccnc3)o2)cc1	.	-10%	1%	-2%	17%[57.1 µM]	-0.3%	-20%	-1%[11.4 µM]	11%[57.1 µM]
COc1cc(/C=C2/NC(=O)NC2=O)cc(Br)c1OCc1ccc(C(=O)O)cc1	-13%	-1%	6%	-6%	21%[57.1 µM]	-3.0%	6%	-27%	-15%[57.1 µM]
O=C(CCn1nc(-c2ccccc2)c2ccccc2c1=O)NN1CCOCC1	4%	9%	-1%	5%	11%[57.1 µM]	7.7%	-15%	-23%	4%[57.1 µM]
COc1ccc(N(C(=O)c2ccco2)C(C(=O)NC2CCCC2)c2ccc(C)cc2)c(OC)c1 (configuration not stated)	-25%	2%	-23%	1%	18%[57.1 µM]	3.1%	-2%	11%	2%[57.1 µM]
Cc1[nH]c(C)c2c(=O)n(Cc3ccccc3Cl)ncc12	151%[activator]	0%	6%	-4%	9%[57.1 µM]	.	0%	3%	5%
CCCNS(=O)(=O)c1ccc2c(c1)n(C)c(=O)n2C	-12%	8%	8%	-3%	28%[57.1 µM]	2.6%	?	-6%	-10%[57.1 µM]
CCOC(=O)c1c(NC(C)=O)sc(/C(C)=N/Nc2ccc(C(=O)O)cc2)c1C	0%	0%	-7%	-7%	-15%	7.5%	-6%	-37%[56.9 µM]	-8%
CCOCC(=O)Nc1nc2ccc(OCC)cc2s1	-7%	-1%	3%	-6%	-33%	-0.5%	-11%	8%	-9%
CCn1c(SCC(=O)N2CCOCC2)nc2c([nH]c3ccccc32)c1=O	0%	1%	5%	-1%	3%	-0.4%	-19%	-17%	-2%
COc1ccc(CNc2ncnc3c2nc2n3CCCC2)cc1	-19%	1%	-12%	10%	7%	10%	-23%	10%	-8%
CCC1(C)Cc2c(sc3nc(SCC(=O)c4ccccc4)[nH]c(=O)c23)CO1 (configuration not stated)	2%	-13%	?	6%	4%	-0.4%	0%	19%	0%
CCOc1ccc(NC(=O)c2sc3nc4c(c(-c5ccc(OC)cc5)c3c2N)C(=O)CC(C)(C)C4)cc1	-26%	.	.	.	4%	3.6%	?	-1%	0%
COc1ccc(S(=O)(=O)Nc2ccc3c(c2)CC(=O)N([C@H](C)CO)C[C@H](C)[C@H](CN(C)C(=O)Nc2ccc4c(c2)OCO4)O3)cc1	-12%	-2%	5%	1%	-16%	.	-26%	-5%	2%
Cc1ccc2nc(CCl)[n+]([O-])c(-c3ccccc3)c2c1	?	-23%	11%	-5%	?	0.2%	-5%	-68%[56.9 µM]	-1%
O=C(N/C(=C/c1cccnc1)C(=O)N1CCOCC1)c1ccccc1Cl	0%	?	-11%	-4%	13%	0.6%	-22%	19%	3%
O=C1S/C(=C\c2ccc(O)c([N+](=O)[O-])c2)C(=O)N1c1ccccc1Cl	?	-8%	-3%	4%	-1%	-0.8%	-19%	-10%	-12%
Cc1csc(SC(C)C(=O)NCC2CCCO2)n1 (configuration not stated)	-18%	7%	4%	1%	7%	-2.2%	-19%	-10%	1%
Cc1cc(C)cc(N(C(=O)c2cccs2)C2C=CS(=O)(=O)C2)c1 (configuration not stated)	-4%	-22%	-9%	0%	16%[57.1 µM]	3.1%	6%	1%	8%[57.1 µM]
CN(C)P(=O)(Nc1cccc2ccccc12)Nc1cccc2ccccc12	6%	-11%	-4%	-6%	22%	0.6%	-6%	-21%	32%[activator]
COc1ccc(-c2c(C)nn3c(-c4ccccc4)cc(-c4ccccc4)nc23)cc1	-11%	.	.	.	11%	0.0%	5%	0%	10%
CC[C@]1(C(=O)OC)[C@H]2C(=O)N(C)C(=O)[C@H]2[C@H]2CN=C(SC)N21	-4%	5%	25%	1%	22%	.	-7%	5%	0%
COc1ccc(C2CC(c3cccs3)=NN2C(=O)CSc2nc(=O)n3ccccc3n2)cc1 (configuration not stated)	12%	6%	11%	-6%	7%	3.9%	-19%	-48%	3%
COc1ccc(C(=O)C2CCCN(C(=O)Cn3cncn3)C2)cc1OC (configuration not stated)	-1%	1%	-12%	-5%	16%	2.9%	-19%	16%	5%

2 records drawn at random from the list so far:
SMILES	12-LOX inh	Vif-A3F inh	mIDH1 inhibitor	Vif-A3G inh	TrxR1 inh	RXFP1 ag	USP1-UAF1 inh	RGS4 inhibitor	TrxR1 substrate
CCOC(=O)c1c(NC(C)=O)sc(/C(C)=N/Nc2ccc(C(=O)O)cc2)c1C	0%	0%	-7%	-7%	-15%	7.5%	-6%	-37%[56.9 µM]	-8%
Cc1ccc2nc(CCl)[n+]([O-])c(-c3ccccc3)c2c1	?	-23%	11%	-5%	?	0.2%	-5%	-68%[56.9 µM]	-1%

Single values from above:
Reading for `COc1ccc(C(=O)C2CCCN(C(=O)Cn3cncn3)C2)cc1OC` (configuration not stated) under mIDH1 inhibitor: -12%
Reading for `CC[C@]1(C(=O)OC)[C@H]2C(=O)N(C)C(=O)[C@H]2[C@H]2CN=C(SC)N21` under Vif-A3G inh: 1%
Reading for `Cc1cc(C)cc(N(C(=O)c2cccs2)C2C=CS(=O)(=O)C2)c1` (configuration not stated) under Vif-A3G inh: 0%
Reading for `Cc1[nH]c(C)c2c(=O)n(Cc3ccccc3Cl)ncc12` under USP1-UAF1 inh: 0%
Reading for `CCOCC(=O)Nc1nc2ccc(OCC)cc2s1` under USP1-UAF1 inh: -11%
Reading for `COc1ccc(CNc2ncnc3c2nc2n3CCCC2)cc1` under TrxR1 inh: 7%

Carrying on:
SMILES	12-LOX inh	Vif-A3F inh	mIDH1 inhibitor	Vif-A3G inh	TrxR1 inh	RXFP1 ag	USP1-UAF1 inh	RGS4 inhibitor	TrxR1 substrate
O=S(=O)(NCC(c1ccco1)N1CCN(c2ccccc2)CC1)c1ccccc1 (configuration not stated)	-18%	-2%	-9%	2%	4%[57.1 µM]	0.0%	6%	-14%	1%[57.1 µM]
Cc1nc2c(-c3ccccc3)c(C)nn2c(C)c1CCC(=O)NC(C)c1ccccc1 (configuration not stated)	0%	0%	-4%	-6%	16%	0.8%	-32%	-1%	4%
NS(=O)(=O)c1ccc(CCNC(=O)c2ccc(OCC3CCCO3)cc2)cc1 (configuration not stated)	14%	-6%	-1%	0%	4%	-1.3%	0%	21%	0%
Cc1ccc(S(=O)(=O)N2CCN(C(=O)CN3CCCC3)C2)cc1	488%[activator]	-9%	12%	1%	-13%	0.4%	1%	22%	-3%
CCOc1ccc(NC(=O)c2ccc3nc(C(C)C)oc3c2)cc1	-25%	0%	0%	-8%	4%[57.1 µM]	1.8%	0%	14%	0%[57.1 µM]
Cc1cccc(C(=O)Nc2ccc(NC(=O)Cc3ccc(Cl)cc3)cc2)c1	-18%	-2%	-4%	2%	23%	3.3%	-18%	-22%	29%
CCCSc1nc(=O)n2cc(C)ccc2n1	-8%	-7%	3%	2%	6%	2.7%	-3%	0%	5%

Exported with two lines to a compound: part of the list above
Under each structure – 12-LOX inh	Vif-A3F inh	mIDH1 inhibitor	Vif-A3G inh	TrxR1 inh	RXFP1 ag	USP1-UAF1 inh	RGS4 inhibitor	TrxR1 substrate
Cc1ccc(S(=O)(=O)N2CCN(C(=O)CN3CCCC3)C2)cc1
  488%[activator]	-9%	12%	1%	-13%	0.4%	1%	22%	-3%
CCOc1ccc(NC(=O)c2ccc3nc(C(C)C)oc3c2)cc1
  -25%	0%	0%	-8%	4%[57.1 µM]	1.8%	0%	14%	0%[57.1 µM]
NS(=O)(=O)c1ccc(CCNC(=O)c2ccc(OCC3CCCO3)cc2)cc1 (configuration not stated)
  14%	-6%	-1%	0%	4%	-1.3%	0%	21%	0%
